High-throughput results from PubChem BioAssay.
UGM FP inh: inhibitors of M. tuberculosis UDP-galactopyranose mutase | P9WIQ1 | purified UGM, fluorescence polarization probe displacement | inhibition, % at 10 µM | 320,000 tested, 0.06% active | AID 504406; in the data active = inhibition above about 10%, passing the limit was not always enough; inconclusive = no clear call, values can overlap the other calls
Target sequence (P9WIQ1 whole entry, looked up): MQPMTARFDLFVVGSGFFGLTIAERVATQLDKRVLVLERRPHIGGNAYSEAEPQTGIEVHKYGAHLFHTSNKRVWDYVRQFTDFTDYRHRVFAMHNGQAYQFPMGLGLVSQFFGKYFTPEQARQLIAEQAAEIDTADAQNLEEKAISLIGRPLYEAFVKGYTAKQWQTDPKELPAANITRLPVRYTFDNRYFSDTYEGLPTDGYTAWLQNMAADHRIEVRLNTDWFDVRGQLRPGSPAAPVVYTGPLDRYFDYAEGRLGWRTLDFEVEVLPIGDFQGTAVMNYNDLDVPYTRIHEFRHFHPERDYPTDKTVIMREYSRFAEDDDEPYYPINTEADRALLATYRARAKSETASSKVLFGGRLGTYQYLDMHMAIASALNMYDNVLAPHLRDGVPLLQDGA
FBA Mtb inh: inhibitors of M. tuberculosis fructose-bisphosphate aldolase; inhibition, % at 1 µM; purified M. tuberculosis FBA, fluorescence read-out; AID 588726; 360,000 tested, 2.3% active; P9WQA3; in the data active = inhibition above about 27%;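 note: 0% = vehicle and 100% = reference inhibitor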
Target sequence (P9WQA3 whole entry, looked up): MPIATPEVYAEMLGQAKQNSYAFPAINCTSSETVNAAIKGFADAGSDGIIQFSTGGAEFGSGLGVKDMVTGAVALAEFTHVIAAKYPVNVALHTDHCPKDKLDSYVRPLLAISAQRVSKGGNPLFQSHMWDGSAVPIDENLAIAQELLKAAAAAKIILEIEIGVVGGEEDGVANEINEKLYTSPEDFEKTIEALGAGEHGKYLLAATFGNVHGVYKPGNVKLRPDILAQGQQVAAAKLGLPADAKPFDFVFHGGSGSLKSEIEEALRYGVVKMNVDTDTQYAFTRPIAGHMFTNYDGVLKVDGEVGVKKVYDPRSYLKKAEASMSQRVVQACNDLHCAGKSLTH
Mtb BioA inh: BioA (M. tuberculosis) enzyme inhibition; 360,000 tested, 0.096% active; inhibition, % at 9.99 µM; purified M. tuberculosis BioA enzyme, plate reader; in the data active = inhibition above about 40%; inconclusive = no clear call, values can overlap the other calls
GDH-TPI inh: counter-screen for M. tuberculosis FBA inhibitors: GDH-TPI coupled enzymes. AID 588335. 360,000 tested, 1.2% active. inhibition, % at 4.8 µM. GDH-TPI coupled enzyme counterscreen, NADH absorbance; in the data active = inhibition above about 30%;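 note: 0% = DMSO wells and 100% = wells lacking the enzyme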
PrPC surface inh: reduces human prion protein on the cell surface. cell surface PrPC, TR-FRET read-out. inhibition, % at 13.8 µM. 370,000 tested, 0.43% active. P04156; in the data active = inhibition above about 24%; note: 0% = median of the test wells and 100% = reference compound wells
BoNT-F LC inh: inhibitors of Botulinum neurotoxin F light chain protease | Multiplex microsphere protease cleavage assay, flow cytometry | inhibition, % at 10 µM | 360,000 tested, 0.22% active | AID 588497; in the data active = inhibition above about 35%, passing the limit was not always enough; inconclusive = no clear call, values can overlap the other calls; note: plate controls were buffer without enzyme for full effect and enzyme alone for no effect
Rv3671c inh: inhibits the M. tuberculosis serine protease Rv3671c; 320,000 tested, 0.048% active; inhibition, % at 5.96 µM; P9WHR9; in the data active = inhibition above about 38%;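 note: extracellular domain of Rv3671c used as enzyme; 0% = enzyme with DMSO and 100% = no enzyme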
FadD28 FP inh: blocks FadD28 binding to the bisubstrate probe. fluorescence polarization. AID 588549. 360,000 tested, 0.22% active. inhibition, % at 12.5 µM; in the data active = inhibition above about 8.5%, passing the limit was not always enough; inconclusive = no clear call, values can overlap the other calls
MazEF act: MazEF (E. coli) toxin RNase activation | P0AE70 | FAM/BHQ RNA-DNA oligo cleavage fluorescence, 5 h | activation, % at 20 µM | 350,000 tested, 0.32% active | AID 504720; in the data active = activation above about 50%
Target sequence (P0AE70 whole entry, looked up): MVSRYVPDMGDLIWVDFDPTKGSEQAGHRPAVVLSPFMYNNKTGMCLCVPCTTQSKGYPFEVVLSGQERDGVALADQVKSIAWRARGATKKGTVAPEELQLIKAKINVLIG
An asterisk follows results filed as active; ? = inconclusive; · = not tested or not shown.

SMILES | UGM FP inh | FBA Mtb inh | Mtb BioA inh | GDH-TPI inh | PrPC surface inh | BoNT-F LC inh | Rv3671c inh | FadD28 FP inh | MazEF act
COc1cc(CO)ccc1OCC(=O)Nc1ccc(Br)cc1 | -1.2 | -3 | · | -7 | 3 | 1 | 1 | -2.6 | -2
CN=c1sc2ccccc2n1CC(O)c1ccccc1 (stereo unspecified) | -0.8 | 0 | · | 0 | -5 | 5 | 1 | -3.0 | 2
CS(=O)(=O)N1CCCC(C(=O)NCc2ccccn2)C1 (stereo unspecified) | 1.6 | 1 | 0.5 | -1 | -1 | -7 | -5 | 0.9 | 1
CCN(CC)CCSc1nc2ccccc2n1Cc1ccccc1 | -2.2 | 3 | 12 | -6 | -10 | -9 | 1 | 1.9 | -1
CC(C)(C)c1nnc(NC(=O)C2c3ccccc3Oc3ccccc32)s1 | -2.6 | 1 | -0.3 | 4 | 3 | 1 | 7 | -3.0 | -5
CC1=NN(C(N)=S)C(=O)C1N=Nc1ccccc1 (stereo unspecified) | -1.0 | -2 | · | 8 | 5 | -5 | 3 | -1.3 | 9
COC(=O)c1ccccc1NC(=O)COC(=O)c1cccnc1 | -0.9 | -4 | -1.9 | -14 | -4 | -11 | 1 | -1.9 | -5
Cc1nc(SCC(=O)N2CCOCC2)c2c(=O)n(C)c(=O)n(CC(C)C)c2n1 | -0.4 | -1 | 4.7 | 9 | -3 | -3 | 6 | -3.4 | 14
CSc1ncccc1C(=O)Nc1ccc(S(=O)(=O)N2CCCC2)cc1 | -1.3 | -3 | 1.4 | 6 | 1 | 4 | -9 | -2.9 | -3
COc1ccc(OC)c(C(c2nnnn2C(C)(C)C)N2CCc3ccccc3C2)c1 (stereo unspecified) | 1.0 | 0 | 0.2 | 2 | 13 | 0 | 1 | -0.8 | 3
COc1nc(NCCc2ccc(OC)c(OC)c2)nc(OC)n1 | -0.7 | 0 | 0.9 | 9 | 2 | 22 | -2 | -2.5 | 6
Cc1ccsc1CN(C)CC(=O)Nc1ccc([N+](=O)[O-])cc1Cl | -0.1 | 0 | -2.1 | 7 | 2 | 15 | -7 | -1.9 | -8
Cc1ccccc1-c1nc(CN2CCC(C(=O)NCCCN3CCOCC3)CC2)c(C)o1 | 0.0 | -1 | 2.7 | 6 | -13 | -5 | -4 | -3.2 | -7
CN(C[C@H](Cc1ccccc1)N(C[C@H](CC1CCCCC1)N(CCc1ccccc1)N=O)N=O)N=O | -1.4 | 0 | 0.3 | -6 | -6 | -6 | 1 | -5.0 | 0
COc1ccc(F)cc1-c1cc(C(=O)NC2CCCCC2)[nH]n1 | · | 0 | -0.5 | 7 | 8 | -19 | · | -9.8 | ·
Cc1cc(C)c(NC(=O)CSc2nc3ncc(Br)cc3[nH]2)c(C)c1 | 0.4 | 1 | -1.9 | 0 | -2 | 6 | -1 | -0.7 | -9
Cc1ccccc1NC(=O)COC(=O)C1CC2CCCC(C1)C2=O (stereo unspecified) | 4.5 | -3 | -0.1 | -5 | 10 | 4 | 6 | -2.2 | 6
CCC(=O)CC(c1ccccc1)c1c(O)c2ccccc2sc1=O (stereo unspecified) | 3.6 | -1 | · | 12 | 3 | 5 | 4 | -0.6 | 1
CCCCCOc1ccc(NC(=O)C(=O)NCCCn2ccnc2)cc1 | 0.1 | -2 | -2.3 | -3 | 0 | 5 | -7 | -3.7 | 4
COc1ccc(-c2noc(CCC(=O)N3CCN(c4ccccc4OC)CC3)n2)cc1 | · | 4 | 0.6 | -9 | -5 | 0 | · | -0.2 | 4
Cc1nc(N2CCN(c3ccccc3)CC2)nc2c1C(=O)CC(C)C2 (stereo unspecified) | -0.7 | 4 | -0.4 | -10 | 0 | 1 | -1 | -2.5 | -4
Cc1ccc(OCCn2cccc2/C=C2/C(=O)NC(=O)N(Cc3ccco3)C2=O)cc1 | -7.8 | -6 | · | 12 | 0 | 1 | -5 | 0.2 | -12
NS(=O)(=O)c1cccc(NC(=O)CSc2nnnn2-c2ccccc2)c1 | 0.2 | 1 | -0.2 | 16 | -5 | -11 | 4 | 1.2 | 10
COCCN(Cc1ccccc1)C(=O)c1cccc(S(=O)(=O)N(C)c2c(C)n(C)n(-c3ccccc3)c2=O)c1 | -0.1 | -2 | -0.1 | -1 | -2 | 2 | 3 | -3.7 | -4
COc1cccc(CNC(=O)COC(=O)CCCNC(=O)c2ccc(Cl)cc2)c1 | -1.9 | -3 | 1.8 | 4 | 1 | -5 | -5 | -1.1 | 6

Full records from above. Order of values: UGM FP inh | FBA Mtb inh | Mtb BioA inh | GDH-TPI inh | PrPC surface inh | BoNT-F LC inh | Rv3671c inh | FadD28 FP inh | MazEF act
COc1nc(NCCc2ccc(OC)c(OC)c2)nc(OC)n1 in the list: -0.7 | 0 | 0.9 | 9 | 2 | 22 | -2 | -2.5 | 6
NS(=O)(=O)c1cccc(NC(=O)CSc2nnnn2-c2ccccc2)c1 in the list: 0.2 | 1 | -0.2 | 16 | -5 | -11 | 4 | 1.2 | 10
CCN(CC)CCSc1nc2ccccc2n1Cc1ccccc1 in the list: -2.2 | 3 | 12 | -6 | -10 | -9 | 1 | 1.9 | -1
CCC(=O)CC(c1ccccc1)c1c(O)c2ccccc2sc1=O (stereo unspecified) in the list: 3.6 | -1 | · | 12 | 3 | 5 | 4 | -0.6 | 1
COc1cccc(CNC(=O)COC(=O)CCCNC(=O)c2ccc(Cl)cc2)c1 in the list: -1.9 | -3 | 1.8 | 4 | 1 | -5 | -5 | -1.1 | 6

The results go on:
SMILES | UGM FP inh | FBA Mtb inh | Mtb BioA inh | GDH-TPI inh | PrPC surface inh | BoNT-F LC inh | Rv3671c inh | FadD28 FP inh | MazEF act
O=c1c2ccccc2cnn1-c1ccc(Cl)cc1 | · | -4 | -2.9 | 12 | -17 | -4 | 0 | -2.1 | 15
CC(C)COc1ccc(CNC(=S)Nc2ccccc2)cc1Cl | 3.3 | -1 | -2.3 | 11 | 5 | 15 | -18 | -3.3 | -7
Cc1ccc(-n2nnnc2SCC(=O)Nc2nc(-c3ccc(F)cc3)cs2)cc1C | 2.2 | -2 | -0.9 | 10 | -5 | -5 | -76 | ? | 16
CC1(C(=O)NS(=O)(=O)c2ccccc2)CCN1C(=O)C/C=C/c1ccccc1 (stereo unspecified) | · | 0 | -0.1 | -17 | 4 | 2 | · | -6.8 | ·
CCOC(=O)C1CCCN(S(=O)(=O)c2cc(Br)cc3c2N(C(=O)CC)CC3)C1 (stereo unspecified) | -1.2 | -1 | 0.0 | 6 | 3 | 2 | -6 | · | 6
CCOC(=O)CCC(NC(=O)CCC(=O)NC(CCC(=O)OCC)C(=O)OCC)C(=O)OCC (stereo unspecified) | -0.3 | -1 | · | 5 | -4 | -5 | -2 | 0.9 | 4
COCc1cc(C)nc(SCC(=O)Oc2ccc(Cl)cc2)c1C#N | 4.3 | 6 | · | 4 | -3 | -1 | -3 | -1.9 | 7
CCOc1ccc(C2Nc3ccccc3C(CC)(CC)O2)cc1 (stereo unspecified) | 0.3 | -2 | · | -7 | -4 | 5 | 4 | -2.3 | 3
Cc1ccsc1/C=N/NC(=O)CSCc1ccc(Cl)cc1 | 3.0 | -6 | 1.5 | 11 | 5 | 5 | -3 | -5.1 | -11
COC1OC(COC(=O)c2ccccc2)C(OC(=O)c2ccccc2)C1OC(=O)c1ccccc1 (stereo unspecified) | 1.4 | -2 | -3.8 | 1 | 8 | ? | -3 | -1.2 | -5
COc1cccc(OCC(=O)O/N=C(\N)c2ccncc2)c1 | 3.1 | -1 | -0.1 | 3 | 7 | -1 | 5 | -1.5 | 12
COCCCN1C(=O)N(c2ccc(F)cc2)C(=O)C1CC(=O)Nc1ccccc1 (stereo unspecified) | 1.0 | 1 | -1.9 | 1 | -3 | 15 | -4 | -0.4 | 1
O=C(NC1CC2CCCC(C1)N2Cc1ccco1)NC12CC3CC(CC(C3)C1)C2 (stereo unspecified) | 0.4 | 1 | -0.2 | -4 | -8 | -3 | 1 | 0.9 | 13
COc1ccc(C(=O)Nc2ccc(OCC(=O)N3CCOCC3)cc2)c(OC)c1OC | 0.1 | 3 | -5.9 | 7 | 0 | -1 | -8 | 0.6 | 10
CCOc1ccc(/C=N/NC(=O)c2cccc3ccccc23)c(OCC)c1 | 2.1 | 3 | -6.3 | 16 | 5 | -7 | · | 0.4 | -11
O=C(NC1CCCc2ccccc21)c1cc(Cl)ccn1 (stereo unspecified) | 0.3 | 2 | · | 4 | -6 | 6 | 1 | · | -7
COc1ccc(-c2cc(-c3ccccc3)nc(SCC(=O)Nc3nccs3)c2C#N)cc1 | 4.2 | 3 | · | 6 | 8 | -4 | -6 | 0.8 | -13
CCn1cc(/C=N/NC(=O)c2ccc3c(c2)OCO3)cn1 | -2.3 | -1 | · | 4 | -7 | 3 | -8 | -2.3 | -1
Cc1cc2cc(CNC(=S)Nc3ccc(OC(F)F)cc3)ccc2[nH]1 | -0.7 | -3 | -0.1 | 1 | 6 | -49 | 8 | -2.5 | 16
Cn1c(=O)c(/C=C/c2ccc(F)cc2)nc2ccccc21 | · | 7 | -4.9 | 3 | -8 | 2 | · | -3.6 | -12
CCN(CC)CCN(Cc1cc2ccc(C)cc2[nH]c1=O)C(=O)Nc1ccc(Cl)cc1 | -0.5 | -3 | · | 7 | -8 | -2 | 5 | -4.3 | 16
COc1ccccc1C(=O)NCCC(=O)N(C)CC(=O)Nc1ccc(Cl)cc1 | 3.8 | 1 | -0.3 | -1 | 1 | 7 | 7 | 0.9 | 7
COC(=O)CSc1nnc(COc2ccc3ccccc3c2)o1 | -0.7 | 0 | -2.7 | 4 | 0 | ? | · | -2.4 | -4
Cc1cccc(OCc2nnc(SC(C)C(=O)O)n2-c2ccccc2)c1 (stereo unspecified) | 2.1 | 0 | 1.5 | 17 | 0 | 1 | 1 | -0.7 | 5
CCOc1ccc(NC(=O)CSc2nc(=O)n(CCN3CCOCC3)c3c2CCCC3)cc1 | -4.1 | 0 | 9.5 | -7 | 3 | 2 | 7 | -2.1 | 3

The list goes on:
SMILES | UGM FP inh | FBA Mtb inh | Mtb BioA inh | GDH-TPI inh | PrPC surface inh | BoNT-F LC inh | Rv3671c inh | FadD28 FP inh | MazEF act
CN1C(=O)c2ccccc2C(C(=O)O)C1c1cccc([N+](=O)[O-])c1 (stereo unspecified) | 2.5 | 6 | · | 0 | -1 | 0 | -9 | 0.8 | -6
CCCc1cc(=O)n2c([nH]c3ccccc32)c1C#N | 0.8 | 54* | 1.8 | 0 | 2 | -10 | 3 | -1.5 | -4
O=C(Nc1ccccc1C(F)(F)F)c1cc2ccccc2o1 | -0.1 | -1 | -0.5 | -3 | 2 | ? | 5 | -1.8 | 9
COc1cc2c(cc1OC)CN(C(=O)/C=C/c1cccc([N+](=O)[O-])c1)CC2 | -0.5 | 0 | 4.2 | -3 | -5 | 4 | -1 | -1.9 | 6
CCc1ccc(Nc2ncccc2C#N)cc1 | -0.6 | 0 | -0.7 | 6 | 6 | 1 | -4 | -1.5 | 16
COc1ccccc1C(=O)Nc1sc2c(c1C(N)=O)CCCC2 | 0.0 | 6 | -0.7 | 9 | -8 | -4 | -4 | 0.2 | -22
